Screening results from PubChem.
OXTR potentiate: potentiates the human oxytocin receptor response; P30559; CHO-OTR cells, Fluo-8 calcium fluorescence, potentiator mode; 0% = oxytocin EC15, 100% = EC100; activation, % at 3 µM; hit rate 0.061% among 320,000; AID 2445;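 active = activation above that plate's cutoff, the mean activation of tested compounds plus 3 SD, cut at about 6.6% in these data, passing the limit was not always enough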;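 also: 100% uses oxytocin at 75 nM as the full agonist control; some results filed as inactive read as strong as hits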
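Assay system: CHO-OTR cells, human receptor / Also added: oxytocin at about EC15, sub-maximal agonist stimulus / Dosing: single dose, 3.0 µM nominal final compound concentration / Incubation: 6 min pre-incubation, 100 s read / Technique: Fluo-8 calcium dye fluorescence / Read-out: % activation vs EC15 and EC100 oxytocin / Benchmarks: EC15 oxytocin low, 75 nM oxytocin high / Replicates: singlicate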
CHO-K1 Ca PAM: counter-screen for M1 PAMs: effect in parental CHO-K1 cells; AID 602247; activation, % at 3 µM; hit rate 0.02% among 360,000; ATP EC20, Fluo-8 calcium fluorescence; 0% at ATP EC20, 100% at ATP max;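 active = activation above the run cutoff, the mean activation of all test compounds plus 3 SD, cut at about 40% in these data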;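 also: peak over basal fluorescence ratio in a 140 s read after ATP addition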
M1 antag: blocks human M1 muscarinic receptor; P11229; CHO-K1 hM1, Fluo-8 calcium fluorescence, ACh EC80 antagonist; inhibition, % at 3 µM; hit rate 1.3% among 360,000; AID 588852;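 active = percent inhibition above its own plate's cutoff, namely the mean of that plate's compound wells plus 3 SD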;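 also: peak over basal fluorescence ratio during 140 s after agonist addition; 0% = ACh EC80 plus DMSO and 100% = DMSO alone without agonist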
Target sequence (P11229 whole entry, looked up): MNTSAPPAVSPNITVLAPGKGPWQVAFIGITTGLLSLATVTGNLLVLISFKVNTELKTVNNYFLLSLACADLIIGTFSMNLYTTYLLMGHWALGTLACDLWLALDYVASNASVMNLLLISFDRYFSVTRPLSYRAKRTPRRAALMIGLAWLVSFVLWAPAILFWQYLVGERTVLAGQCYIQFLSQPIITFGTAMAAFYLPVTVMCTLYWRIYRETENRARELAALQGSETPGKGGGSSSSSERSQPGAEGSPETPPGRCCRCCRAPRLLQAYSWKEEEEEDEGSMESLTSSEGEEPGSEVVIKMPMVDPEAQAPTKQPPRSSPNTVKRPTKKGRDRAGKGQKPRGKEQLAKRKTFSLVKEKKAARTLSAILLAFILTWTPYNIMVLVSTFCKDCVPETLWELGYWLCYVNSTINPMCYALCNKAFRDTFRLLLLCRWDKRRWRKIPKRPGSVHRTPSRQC
CHO-K1 Ca antag: M1 antagonist counterscreen hit in parental CHO-K1 cells; ATP-induced calcium, Fluo-8 fluorescence; hit rate 0.6% among 360,000; inhibition, % at 3 µM; AID 602250;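 active = inhibition above a per-plate cutoff, the plate's mean sample inhibition plus 3 SD, cut at about 24% in these data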;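 also: 0% = DMSO plus EC80 ATP and 100% = DMSO alone without ATP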
M1 ag: activates human CHRM1 receptor; CHO-K1 hM1, Fluo-8 calcium fluorescence, agonist mode; 0% DMSO, 100% acetylcholine EC100; activation, % at 3 µM; hit rate 0.33% among 360,000; AID 588814;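 active = activation above the run's mean compound activation plus 3 SD, cut at about 16% in these data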;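 also: peak over basal fluorescence ratio within a 140 s kinetic read after compound addition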
CHO parental Ca: counter-screen: ATP calcium response change in parental CHO cells; parental CHO-K1, ATP-induced calcium, Fluo-8 fluorescence; inhibition, % at 5.6 µM; hit rate 0.63% among 330,000;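 active = inhibition above that plate's mean sample inhibition plus 3 SD, cut at about 26% in these data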;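 also: 0% = ATP-challenged DMSO wells and 100% = DMSO wells without ATP; some compounds past the cut are filed as inactive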
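Material: Parental CHO cells | Reagent: ATP | Compound dosing: Single nominal dose of 5.6 µM per compound | Detection: Intracellular calcium via Fluo-8 no-wash fluorescent dye | Read-out: % inhibition of ATP-induced calcium mobilization | Benchmarks: Low control ATP plus DMSO, high control DMSO only | Replicates: Singlicate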
TAAR1 antagonist: human TAAR1 antagonism; hit rate 1.5% among 360,000; inhibition, % at 3 µM; CHO RD-HGA16 TAAR1, Fluo-8 calcium fluorescence, antagonist;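 active = inhibition above a per-plate cutoff, the mean inhibition of test compounds on that plate plus 3 SD, cut at about 49% in these data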;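 also: 0% = DMSO plus EC80 beta-PEA response and 100% = DMSO alone without agonist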
Target sequence (Q96RJ0 whole entry, looked up): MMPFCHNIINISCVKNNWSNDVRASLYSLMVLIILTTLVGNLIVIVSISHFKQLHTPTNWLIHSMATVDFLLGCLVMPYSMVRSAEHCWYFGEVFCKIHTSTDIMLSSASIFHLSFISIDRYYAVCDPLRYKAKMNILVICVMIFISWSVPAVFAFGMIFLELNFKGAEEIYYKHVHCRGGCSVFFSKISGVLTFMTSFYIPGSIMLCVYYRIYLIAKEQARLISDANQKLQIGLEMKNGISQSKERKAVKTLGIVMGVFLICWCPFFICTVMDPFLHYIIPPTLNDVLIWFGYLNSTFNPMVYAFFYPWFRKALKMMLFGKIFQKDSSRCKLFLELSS
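System: CHO RD-HGA16 cells bearing hTAAR1. Reagent: EC80 β-phenethylamine stimulus. Schedule: seeding 17-24 h prior, 75-min 37 °C, 30-min RT dye loading. Signal: Fluo-8 intracellular calcium dye fluorescence, real-time kinetic reads. Read-out: % inhibition from peak post-agonist over basal fluorescence ratio. Benchmarks: vehicle wells and EC80 agonist wells. Replicates: n of 1.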
TAAR1 agonist: human TAAR1 agonism; Q96RJ0; CHO RD-HGA16 TAAR1, Fluo-8 calcium fluorescence; vehicle wells 0%, saturating PEA agonist 100%; activation, % at 3 µM; hit rate 0.99% among 360,000; AID 624467;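 active = activation above the mean activation of all test compounds in the run plus 3 SD, cut at about 38% in these data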
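Assay system: CHO-derived RD-HGA16 cells with stable Gα16 and human TAAR1; timing: 17-24 h seeding, 75 min 37 °C dye, 30 min RT; read-out: % activation from peak over basal fluorescence ratio, DMSO-to-PEA scaled; measured by: kinetic Fluo-8 calcium fluorescence; benchmarks: low control DMSO, high control PEA (EC100); doses: 3 µM single concentration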
M1 ag parental: M1 agonist counterscreen hit in parental CHO-K1 cells | Fluo-8 calcium fluorescence; scaled to maximal ATP response, vehicle zero | activation, % at 3 µM | hit rate 0.48% among 360,000; in the data active = activation above about 15%;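 also: untransfected CHO-K1 host cells lacking M1 receptor as counterscreen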
Active calls of the source: *; x = not tested or not shown. An unsorted share of the library; overall some 4.2% were active at least once.

SMILES	OXTR potentiate	CHO-K1 Ca PAM	M1 antag	CHO-K1 Ca antag	M1 ag	CHO parental Ca	TAAR1 antagonist	TAAR1 agonist	M1 ag parental
CCCCc1ccc(CC(=O)Nc2cc(S(=O)(=O)N3CCOCC3)ccc2O)cc1	-5.3	19.1	2.7	-19.1	0.0	-18.5	5.8	14.3	2.6
O=C(CN1CCN(c2ccc([N+](=O)[O-])cc2)CC1)Nc1ccccn1	-10.0	12.2	1.6	0.6	-4.0	1.1	-11.9	1.2	4.7
O=S(=O)(NCc1ccccc1)c1ccc(F)cc1Br	-2.1	7.9	-18.2	-20.7	-3.2	-12.2	-6.0	17.2	-0.4
O=C(COc1ccccc1-c1ccccc1)N/N=C/c1ccccn1	-9.9	-14.4	6.5	-3.2	0.6	-18.2	16.1	4.6	1.0
O=C(O)/C=C/C(O)c1ccc(Cl)cc1 (stereo not drawn)	-0.1	14.4	-32.0	-2.4	-3.2	-12.1	7.0	0.0	0.3
COCCNC(=O)NC(=O)CSc1nc(C)c(C)c(C)n1	2.4	-1.8	-5.1	-5.1	-3.2	-7.4	1.8	3.8	0.1
COc1ccc(Cc2nc(-c3ccc(Br)cc3)no2)cc1	-8.8	15.7	3.5	-4.2	-4.2	-5.2	9.9	-0.2	0.2
COc1ccccc1C(=O)NC(=O)COC(=O)/C(=C/c1ccccc1)NC(C)=O	2.7	19.1	-12.1	-12.9	-4.7	-8.3	-32.0	-0.8	1.2
Cn1ncc2c(=S)[nH]c(=S)[nH]c21	x	-2.4	x	-1.9	x	x	-25.5	-0.5	0.3
CCn1c(CSc2nc3ccccc3s2)nnc1SCC(N)=O	-7.5	-11.5	-0.5	0.0	-2.7	-8.0	22.8	3.3	0.5
Cc1oc2c(cc(NS(=O)(=O)c3ccc4c5c(cccc35)C(=O)N4)c3ccccc32)c1C(=O)OC(C)C	-10.2	18.2	8.9	2.7	-4.3	-16.9	2.2	0.6	2.8
O=C(Nc1cc(Cl)cc2c1-c1ccc(Cl)cc1C2O)C(Cl)Cl (stereo not drawn)	x	-11.2	-9.5	0.3	1.4	x	11.1	4.0	0.1
Cc1cccc(-n2ncc3c2CCCC3NC(=O)c2cccs2)c1C (stereo not drawn)	x	-5.0	7.5	-4.5	2.5	x	0.2	3.9	10.4
O=C(Cn1ccc2ccccc2c1=O)NCC(=O)N1CCN(c2ccc(F)cc2)CC1	-6.3	3.6	-10.3	10.7	-4.1	0.0	-7.9	2.3	-0.1
Cc1cccc(C)c1N(CC(=O)NCc1ccco1)C(=O)CNS(=O)(=O)c1ccc(F)cc1	-8.6	4.0	-11.3	-10.5	-2.0	-17.3	-4.3	-1.5	1.5
CSc1ccc(CN2CCC2(C)C(=O)NCc2cccc(C(F)(F)F)c2)cc1 (stereo not drawn)	x	-3.5	13.7	5.2	-8.5	x	16.4	6.1	-0.7
CS(=O)(=O)NCCSCc1ccccc1	-7.0	-0.8	-16.1	-3.4	-2.3	-8.9	-2.1	1.2	0.2
O=C(Cn1cncn1)c1ccccc1	-3.1	9.8	-20.8	-7.5	-2.3	8.6	4.7	-0.2	0.4
CN(C)c1ccc(CNc2ncnc3sccc23)cc1	-12.4	-16.0	10.5	25.3*	-8.0	26.2	6.1	2.2	10.0
C#CCNC(=O)c1csc([C@@H]2O[C@H](CO)[C@@H](O)[C@H]2O)n1	x	-19.4	4.6	10.0	0.7	x	0.4	1.5	0.3
COc1ccc(NS(=O)(=O)c2cc(NC(=O)COc3ccccc3F)ccc2OC)cc1	-7.1	-19.6	1.6	-10.4	1.9	-7.8	13.0	10.5	2.4
COCCn1c(-c2ccccc2F)n[nH]c1=S	-3.4	15.1	-3.8	-18.1	-1.4	12.0	-2.1	0.2	-0.4
Cn1c(SCC(=O)NCC2CCCO2)ncc(C(=O)Nc2ccccc2)c1=O (stereo not drawn)	-4.1	18.8	-16.7	-13.0	-2.7	-6.7	9.4	0.9	2.5
COc1cc(C=NO)nc(-c2ccccn2)c1	x	3.4	-21.6	-15.3	-2.0	x	13.9	-0.7	0.8
COc1ccc(OC)c(N/C=C/C(=O)c2ccc(OC)c(OC)c2)c1	-2.3	-15.4	-11.0	10.7	-1.4	-10.3	1.5	1.7	1.6
CCCOc1ccc(C(=O)CCC(=O)OCC(=O)N(C)c2c(N)n(Cc3ccccc3)c(=O)[nH]c2=O)cc1	-1.1	8.8	-5.9	-1.8	-3.1	-0.1	-11.1	0.1	4.6
CCOC(=O)C1=CN(Cc2cccc(F)c2)S(=O)(=O)N(CC)C1c1ccc2ccccc2c1 (stereo not drawn)	x	16.5	-11.0	-17.1	2.0	-4.9	-10.3	0.6	0.5
N#Cc1cncc(C#Cc2ccccc2)c1	-7.8	-2.9	-10.4	1.0	-2.3	1.6	-11.3	1.1	10.2
O=C(O)c1ccccc1-c1ccccc1C(=O)Nc1ccc(F)cc1	-6.5	13.8	-16.3	-4.5	-1.2	-10.7	8.1	2.1	0.3
Cc1ccnc(SCC(=O)N2CCc3ccccc32)n1	-1.5	-6.6	-7.0	-6.0	-0.3	-15.3	-13.2	1.4	0.2
COc1ccccc1NS(=O)(=O)c1cc(NC(=O)Cn2cnc3c2c(=O)n(C)c(=O)n3C)ccc1C	-5.4	6.4	-0.7	-5.0	-2.3	-9.8	-4.4	2.7	0.3
CCSc1n[nH]c(=S)s1	-10.1	23.4	-9.8	-5.5	-1.5	-5.8	8.2	1.8	-0.2
COc1ccc(S(=O)(=O)Nc2ccc(O)c3ccccc23)cc1	-0.2	11.8	-10.3	-7.6	2.6	-9.5	14.5	7.0	0.3
Clc1ccc(C2=NOC(c3nnc(-c4ccccc4)o3)C2)cc1 (stereo not drawn)	-1.0	29.0	0.5	-10.4	-3.0	-12.1	-3.1	7.3	0.7
CCOC(=O)c1csc(NC(=O)C2=COCCO2)n1	-0.2	7.9	0.5	-3.2	-2.1	-4.0	-13.9	0.1	0.6
CCOC(=O)c1cc(NC(=O)N(CC)CC)c(C)nc1C	-0.9	4.7	-4.4	-5.9	-3.2	7.0	7.0	10.5	3.2
CSc1nc(N)c2c3c(sc2n1)CN(C)CC3	-10.0	-9.0	4.4	5.2	-5.9	-1.3	-28.5	3.5	0.1
CCOC(=O)c1cc(C)sc1NC(=O)CCC(=O)O	-3.5	-2.3	-10.1	-22.5	-2.2	3.3	16.9	2.1	-0.1
c1ccc(NN=C2c3ccccc3-c3ccccc32)cc1	x	2.5	-5.2	-13.9	-2.0	x	1.8	-1.2	0.2
CCOP(=O)(OCC)C(NC(=O)Nc1ccc(C)cc1)C(N)=O (stereo not drawn)	-15.2	14.0	-4.8	-5.1	-3.1	-7.1	-15.6	0.9	0.7

3 of the entries above in order of the OXTR potentiate value, largest number first.
| SMILES | OXTR potentiate | M1 antag |
| --- | --- | --- |
| CCOC(=O)c1cc(NC(=O)N(CC)CC)c(C)nc1C | -0.9 | -4.4 |
| Clc1ccc(C2=NOC(c3nnc(-c4ccccc4)o3)C2)cc1 (stereo not drawn) | -1.0 | 0.5 |
| Cn1c(SCC(=O)NCC2CCCO2)ncc(C(=O)Nc2ccccc2)c1=O (stereo not drawn) | -4.1 | -16.7 |

The listing continues.
SMILES	OXTR potentiate	CHO-K1 Ca PAM	M1 antag	CHO-K1 Ca antag	M1 ag	CHO parental Ca	TAAR1 antagonist	TAAR1 agonist	M1 ag parental
CC1(c2ccc3c(c2)OCCO3)NC(=O)N(CC(=O)Nc2c(F)cccc2F)C1=O (stereo not drawn)	-5.4	-14.0	-5.6	-10.2	2.8	-1.1	-9.0	7.4	1.2
O=C(CNC(=O)c1ccc(Cl)cc1)OCN1C(=O)c2ccccc2C1=O	-2.3	4.3	-12.3	-4.7	-0.3	-14.3	-32.1	4.3	0.1
COc1ccc(S(=O)(=O)N2CCC(C(=O)NCc3ccco3)CC2)cc1	-11.9	16.4	-2.4	-10.3	-2.3	-12.5	-4.8	1.5	1.2
COc1ccc2nc(SCC(=O)C(C)(C)C)[nH]c2c1	-9.3	24.3	-14.4	-10.0	-1.9	5.9	-4.0	1.9	1.1
C=CCC[C@@H](Cc1ccc(F)cc1)C(=O)OC[C@@H](NC(=O)[C@@H](CC=C)CC(=O)N[C@@H](CO)Cc1ccccc1)C(C)(C)C	-9.1	2.2	13.9	-7.7	-2.4	-21.2	36.2	7.3	0.0
CCCCn1c(N)c(N(CCOC)C(=O)CCCn2c(=O)oc3ccccc32)c(=O)[nH]c1=O	x	18.6	-6.1	6.0	-2.7	x	-10.4	0.2	1.3
O=C(CSCc1ccccc1Cl)Nc1ccc2c(c1)OCCO2	-1.4	24.1	3.3	-5.2	-4.1	-10.2	10.9	5.9	2.9
Cc1sc2ncnc(OCc3nnc(-c4cccs4)o3)c2c1C	-1.4	5.0	-16.4	-17.2	-3.9	-13.8	-30.8	3.0	2.6
CSc1ccc(Cn2c(C)c(C(=O)NCCC#N)sc2=O)cc1	x	-0.8	9.9	12.6	-1.0	x	4.2	0.1	-0.2
COc1ccccc1CCNC(=O)C(=O)NCCC1CCCCN1S(=O)(=O)c1ccccc1 (stereo not drawn)	-17.5	11.1	0.0	1.4	-2.3	-30.9	8.3	0.1	1.1
Cc1ccc(S(=O)(=O)Nc2ccc(NC(=O)Nc3ccc(F)cc3F)cc2)cc1	-5.3	-4.6	-1.7	7.5	-1.5	-16.6	-8.3	26.1	0.9
OCCCCNc1cccc2ccccc12	-3.2	6.6	5.2	16.9	5.9	-9.3	4.7	0.4	0.0
O=C(CCNS(=O)(=O)c1ccc(Br)s1)NC1CCCC1	6.1	8.1	-18.8	-21.0	-2.5	-0.5	3.8	5.2	1.8
Cc1ccc2c(c1)/C(=C/c1ccccc1F)C(=O)N2	-0.2	12.4	-8.8	-5.6	-7.5	-24.2	-17.5	4.3	0.1
